EP2 modulator: EP2 receptor (human) modulation; P43116; EP2-expressing cells, cAMP HTRF FRET, PGE2 co-stimulation; induction, % at 25 µM; hit rate 0.83% among 260,000;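 active means compounds whose cAMP rise, as percent of the full-agonist control response, exceeds 60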;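 further: rat C6 glioma line stably carrying human EP2 under a CMV promoter; the protocol text gives 20 µM as final concentration; 100% = response of wells given 1 µM PGE2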
Target sequence (P43116 whole entry, looked up): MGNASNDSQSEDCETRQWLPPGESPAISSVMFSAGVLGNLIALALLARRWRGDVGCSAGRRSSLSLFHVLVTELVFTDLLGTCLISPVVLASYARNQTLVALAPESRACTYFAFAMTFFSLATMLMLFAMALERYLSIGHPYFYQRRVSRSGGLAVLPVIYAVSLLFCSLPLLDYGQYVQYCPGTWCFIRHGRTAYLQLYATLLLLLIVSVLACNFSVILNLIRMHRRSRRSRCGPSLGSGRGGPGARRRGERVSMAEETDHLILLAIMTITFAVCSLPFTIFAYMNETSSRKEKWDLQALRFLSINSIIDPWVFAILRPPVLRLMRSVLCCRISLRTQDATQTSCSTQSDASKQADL
EP2 antag: blocks the human prostaglandin E2 receptor EP2. inhibition, % at 25 µM. C6 glioma cells expressing human EP2, cAMP TR-FRET; cells stimulated with saturating PGE2. P43116. hit rate 0.52% among 260,000. AID 1422;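 active means percent inhibition above 40 after rounding to a whole number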;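 further: rat C6 glioma host cells with rolipram phosphodiesterase inhibitor present; the protocol text gives 20 µM as final concentration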
The depositor's hits bear a star. An excerpt; the hit share may differ from the screen's.

SMILES	EP2 modulator	EP2 antag
CC1(C(=O)C[n+]2cccc(C(N)=O)c2)CCC(=O)O1 (centres undefined)	-9.3	13.7
CCSc1cc(C2C(C#N)=C(N)OC3=C2C(=O)CC(C)(C)C3)c(C)o1 (centres undefined)	-18.2	9.4
CCCC(=O)N1CCN(c2ccc(NC(=O)c3cccnc3)cc2)CC1	-2.2	5.2
CCOC(=O)CSc1nnc(-c2ccc(O)cc2)n1C	-10.0	8.9
COCCn1c(C)nnc1SCC(=O)c1ccccc1	-6.6	0.3
Cc1cc(C)nc(NS(=O)(=O)c2ccc(NC(=O)c3ccc(O)cc3O)cc2)n1	2.8	6.8
O=C(CSc1nc(-c2ccco2)cc(C(F)(F)F)n1)NCc1ccc(Cl)cc1	-92.2	6.3
O=c1[nH]c2cc3c(cc2cc1C(c1nnnn1C1CCCC1)N1CCc2ccccc21)OCO3 (centres undefined)	-16.1	9.6
CCCCn1nc(C)cc1NC(=O)c1ncoc1-c1ccc(F)cc1	-25.4	2.4
Cn1c(=O)[nH]c(=O)c2c1nc(NC1CCCC1)n2CCCc1ccccc1	26.3	17.2
Cc1sc2nc(C(C)C)nc(SCC(=O)NC3CCCCC3)c2c1C	24.2	9.8
COC(=O)c1c(NC(=O)c2cccc(C)c2)sc(C(=O)Nc2cccc(OC)c2)c1C	13.2	7.0
CCN1/C(=c2\s/c(=C3\SC(=S)N(c4ccccc4)C3=O)n(CC)c2=O)Sc2ccccc21	-0.4	6.8
CCCC(=O)Nc1ccc(NC(=O)c2ccc(F)cc2)nc1	-0.2	8.7
CCOc1ccc(-n2nnnc2SCC(=O)O)cc1	-32.7	12.7
CC(C(=O)NC1CCCCC1)N(Cc1cccs1)C(=O)c1snc(C(N)=O)c1N (centres undefined)	-26.3	17.4
CCCCCCN(CCCCCC)C(=O)Cc1c(-c2ccc(F)cc2)[nH]c2ccccc12	12.8	4.3
CC1Cc2ccccc2N1C(=O)CS(=O)(=O)c1ccccc1NC(=O)c1ccc(F)cc1 (centres undefined)	12.6	6.7
COc1ccc(NC(=O)c2cc(-c3ccccc3Cl)on2)cc1OC	3.7	5.7
CC(=O)Nc1ccc(C2C(C#N)=C(N)Oc3n[nH]c(C(C)(C)C)c32)cc1 (centres undefined)	-5.8	18.4

Compounds from the list above with a Cl atom:
SMILES	EP2 modulator	EP2 antag
O=C(CSc1nc(-c2ccco2)cc(C(F)(F)F)n1)NCc1ccc(Cl)cc1	-92.2	6.3
COc1ccc(NC(=O)c2cc(-c3ccccc3Cl)on2)cc1OC	3.7	5.7

(cont.)
SMILES	EP2 modulator	EP2 antag
CC1C(c2ccc(F)cc2)=NOC1C(=O)NCc1nc(-c2ccccc2)no1 (centres undefined)	-27.5	6.7
CCc1nc(-c2ccc(-c3ccc(C)cc3)nc2OC)no1	11.4	8.1
O=C(Cc1ccc2c(c1)OCO2)NC1(c2ccc3c(c2)OCO3)CCCC1	27.5	0.2
CC(=O)C1=C(O)C(=O)N(CCCNCCO)C1c1ccc(C)cc1 (centres undefined)	13.7	7.8
CCOC(=O)c1cc2c(=O)n3cc(C)ccc3nc2n(CCN2CCOCC2)c1=N	-44.7	11.6
CCC(CC)C(=O)Nc1nc2ccc(S(C)(=O)=O)cc2s1	-34.0	7.0
NC(=O)C1=CN(C2OC(COP(=O)(O)OP(=O)(O)OC[C@H]3O[C@@H](n4cnc5c(N)ncnc54)C(OP(=O)(O)O)[C@H]3O)C(O)C2O)C=CC1 (some centres undefined)	21.5	11.3
COc1cccc(CNc2ccccn2)c1O	-19.1	3.9
CC1(C)OC(=CC=[N+]2CCOCC2)OC1(C)C	-8.7	19.4
Cc1ccc(S(=O)(=O)C2(C(=O)N[C@H](C)Cn3nnc4ccccc43)CC2)cc1C	21.9	6.1
O=C(CSc1nc2sc3c(c2c(=O)[nH]1)CCCC3)NCc1cccs1	-22.8	12.6
C[N+]1(C)C2CC[C@H]1CC(OC(=O)C(O)c1ccccc1)C2 (some centres undefined)	5.4	9.7
Nc1nonc1C(=O)N1CCOCC1	10.8	10.3
O=c1oc2ccc(NS(=O)(=O)c3cccc4cccnc34)cc2s1	-101.9	8.9
O=c1cc(-c2ccccc2O)oc2cc(O)ccc12	4.2	14.2
NCCC(=O)N[C@@H](Cc1cnc[nH]1)C(=O)O	26.3	11.0
COc1ccc(N2CCN(C(c3ccc(Cl)cc3)c3nnnn3C(C)(C)C)CC2)cc1 (centres undefined)	29.0	7.9
CC1CCCCC1N1CCNCC1 (centres undefined)	-9.6	11.7
Cc1ccc(S(=O)(=O)N(CCO)Cc2cc3ccc(C)c(C)c3[nH]c2=O)cc1Cl	-15.5	6.3
COc1ccccc1N1CCN(C(c2cccc(OC)c2OC)c2nnnn2C2CCCCC2)CC1 (centres undefined)	38.3	11.7
CCC1CCCCN1C(=O)c1ccc(C(C)(C)C)cc1 (centres undefined)	24.4	5.7
O=c1oc(-c2ccc(-c3nc4ccccc4c(=O)o3)cc2)nc2ccccc12	-11.8	10.3
O=C1NC(=S)S/C1=C\c1cn(CCOc2ccc(F)cc2)c2ccccc12	-69.1	13.9
COc1ccccc1OCCCC(=O)Nc1nc2ccc(C)cc2s1	-21.9	10.3
C#CCCCCCCCCCCCc1ccco1	1.6	12.4
Cc1ccc2cc(-c3noc(-c4cccnc4)n3)c(=O)[nH]c2c1	-49.8	8.7
Cc1ccc2[nH]c3nc(SCC(=O)N4C(C)CCCC4C)nnc3c2c1 (centres undefined)	-15.3	4.6
Cc1ccc(Cn2nnc3c(=O)[nH]c(C4CCCN(S(C)(=O)=O)C4)nc32)cc1 (centres undefined)	-15.8	16.5
Nc1ncc(CN2CCC(O)(c3ccccc3F)CC2)cn1	-5.7	0.6
COc1ccc(NC(=O)N(CCN2CCCC2)Cc2cc3cc4c(cc3[nH]c2=O)OCO4)cc1	-0.1	7.4
CN(C)c1ccc(NC(=O)CN2CCC(c3nc4ccccc4s3)CC2)cc1	-110.2	11.0
CCN(CC)c1nc2c(c(=O)[nH]c(=O)n2C)n1CCO	8.8	8.8
O=S(=O)(O)[C@@H](c1ccccc1)[C@@H](O)c1ccccc1	-1.9	14.2
CCC(=O)N1CCCc2cc(C(O)CN3CCCC(C)C3)ccc21 (centres undefined)	-12.7	4.4
CC(=O)c1ccc(NC(=O)COC(=O)c2ccccn2)cc1	-33.3	7.8
Cc1cc(C)c2[nH]c(=O)c(CN(C(=S)NCC3CCCO3)C3CCCCC3)cc2c1 (centres undefined)	-61.2	11.4
COc1c(NC(=O)CN2CCCCC2)cc(NC(=O)c2ccc(C)cc2)c(OC)c1C	20.4	10.8
Cc1cccc(C(C(=O)NC2CCCCC2)N(C(=O)c2csnn2)C2CCCC2)c1 (centres undefined)	6.1	17.0
Cc1nn(CC(=O)OC(C)C)c(=O)c2cc3occc3n12	-29.5	6.0
COC(=O)CSc1nnc(Cn2cnc3ccccc32)n1C	19.6	8.3
COc1ccccc1C1(O)CCCN(C(=O)c2cccc3c(C)c(C)[nH]c23)C1 (centres undefined)	-122.0	8.9
CC1CCN(S(=O)(=O)N2CCN(CC(O)c3c[nH]c4ccc(F)cc34)CC2)CC1 (centres undefined)	-94.5	6.8
COc1ccc(OC)c(-c2[nH]nc3c2C(c2ccc4c(c2)OCO4)C(C#N)=C(N)O3)c1 (centres undefined)	2.6	9.6
Cc1cc(C)nc(NCCS)n1	6.6	6.1
CCc1cc2ccc(OC)cc2nc1SCC(=O)Nc1ccccc1C	79.8*	14.1
CCc1cc2ccccc2nc1SCC(=O)Nc1ccc(S(=O)(=O)N(C)C)cc1	56.8	8.0
Nc1nc(-c2cccnc2)cc(-c2cc(-c3cccnc3)nc(N)n2)n1	5.3	17.3
CC1CCCC(C)N1C(=O)Cn1c2ccccc2n2c(SCC(=O)N3CCCCC3)nnc12 (centres undefined)	2.0	8.1
CN1CCc2c(sc3nc(NN)n(-c4ccccc4)c(=O)c23)C1	19.0	1.9
COc1ccc(S(=O)(=O)N2CCC(C(=O)N3CCCC3)CC2)cc1OC	-21.5	5.4
(continued)
SMILES	EP2 modulator	EP2 antag
Cc1ccccc1C(=O)N(Cc1nc2sc3c(c2c(=O)[nH]1)CCCC3)Cc1cccs1	30.8	4.9
COc1ccc2c(c1)NC1(CCN(Cc3cnn(C)c3C)CC1)c1cccn1-2	-98.0	6.3
COc1ccc(OC)c(-c2nc3ccccn3c2NC2CCCC2)c1	28.5	12.0
CC(=O)Oc1ccc(C(=O)Nc2ccc(S(=O)(=O)NCC3CCCO3)cc2)cc1 (centres undefined)	-93.1	3.4
O=C(NCCCO)C1CCCN(S(=O)(=O)c2ccc(Cl)cc2)C1 (centres undefined)	20.6	17.2
CCOc1cc(CCC(=O)Nc2cc3c(cc2C)OCCO3)on1	19.9	0.4
CCOC(=O)CNC(=O)CSc1nnc(-c2cc(OC)cc(OC)c2)o1	21.4	11.0
COc1cc(C2C(C#N)=C(N)Oc3n[nH]c(C)c32)ccc1OCC(=O)NCc1ccccc1 (centres undefined)	-58.8	8.6
O=C(CNCC1CCCCC1)NCc1cccs1	-96.3	4.6
CC(C)(N)COc1nonc1N	-22.1	13.3
COc1ccc2cc(CN(CCO)C(=S)NCC3CCCO3)c(=O)[nH]c2c1 (centres undefined)	-42.0	3.3
COc1ccccc1CN(Cc1cnn(C)c1C)CC1CCCO1 (centres undefined)	10.1	2.6
Cn1c(=O)oc2cc(S(=O)(=O)Nc3cccc(CCc4ccccn4)c3)ccc21	-43.2	7.5
O=C(NC1CC1)C1CCN(C(=O)c2ccc(Cl)cc2)CC1	8.2	7.7
Cn1c(=O)oc2cc(S(=O)(=O)NCC(c3ccc(F)cc3)N3CCCC3)ccc21 (centres undefined)	-28.6	4.7
CCC(=O)N1CCN(c2ccc(NC(=O)c3ccc(F)cc3)cc2)CC1	-15.2	23.1
O=C(O)c1ccc(CNCc2ccccc2)cc1	2.2	8.2
CCc1nc2sc3c(c2c2nnc(SCC(=O)Nc4cc(OC)ccc4OC)n12)CCC(C)C3 (centres undefined)	-0.8	12.5
O=C(CCSc1nc(-c2ccco2)cc(C(F)(F)F)n1)NC1CCCCC1	-7.9	8.5
COc1ccc(S(=O)(=O)NC(C)c2nc(-c3ccncc3)n[nH]2)cc1 (centres undefined)	-23.3	0.7
CCNC(=O)c1cc2c(=O)n3ccccc3nc2n(CCCOC)c1=N	4.8	8.9
CCC(C)NC(=O)CSc1nc2cc3c(cc2cc1C#N)OCCO3 (centres undefined)	33.9	23.7
Cc1cc(C)c2nc3c(c([C@H](O)[C@@H]4CCCCN4)c2c1)CC/C3=C\c1ccc(Cl)cc1	13.1	50.3*
O=C(O)C(Cc1ccccc1)Cc1ccccc1	20.3	7.9
Nc1ncnc2c1nc(-c1ccccc1)n2[C@H]1O[C@@H](CO)[C@H](O)[C@H]1O	17.0	15.9
Cc1cc(C)c(N(C(=O)c2csnn2)C(C(=O)NC2CCCC2)c2ccncc2)c(C)c1 (centres undefined)	-6.9	14.3
N#CCN(CC#N)C(=O)c1ccco1	7.5	12.0
CC(C)(C)NC(=O)C(c1ccco1)N(Cc1ccccc1Cl)C(=O)Cn1nnc2ccccc21 (centres undefined)	37.0	3.8
COc1ccc(NC(=O)CN2CCC(n3nnc4cc(C(F)(F)F)ccc43)CC2)cc1	-18.4	9.0
Cc1cc2c(cc3c(=O)n(CC(=O)NC(c4ccccc4)c4ccccc4)nc(C)n32)o1	-21.1	5.4

As a working copy, some entries already given:
SMILES	EP2 modulator	EP2 antag
Nc1ncnc2c1nc(-c1ccccc1)n2[C@H]1O[C@@H](CO)[C@H](O)[C@H]1O	17.0	15.9
Cc1cc(C)c(N(C(=O)c2csnn2)C(C(=O)NC2CCCC2)c2ccncc2)c(C)c1 (centres undefined)	-6.9	14.3
N#CCN(CC#N)C(=O)c1ccco1	7.5	12.0
CC(C)(C)NC(=O)C(c1ccco1)N(Cc1ccccc1Cl)C(=O)Cn1nnc2ccccc21 (centres undefined)	37.0	3.8
COc1ccc(NC(=O)CN2CCC(n3nnc4cc(C(F)(F)F)ccc43)CC2)cc1	-18.4	9.0
Cc1cc2c(cc3c(=O)n(CC(=O)NC(c4ccccc4)c4ccccc4)nc(C)n32)o1	-21.1	5.4

Later entries
SMILES	EP2 modulator	EP2 antag
Cc1cc(/C=C2/NC(=O)NC2=O)cc(C)c1O	-27.8	16.0
CC(CO)NS(=O)(=O)c1ccc2c(c1)NC(=O)C(C)(C)O2 (centres undefined)	-20.0	5.1
COc1ccc(N(CC(=O)N2CCN(c3ccc(F)cc3)CC2)S(C)(=O)=O)c(OC)c1	-0.4	10.0
O=c1c(-c2cc(O)c(O)c(O)c2)coc2cc(O)c(O)c(O)c12	12.0	10.2
CCCC1O[C@@H]2CC3C4CCC5=CC(=O)C=CC5(C)C4[C@@H](O)CC3(C)[C@]2(C(=O)CO)O1 (some centres undefined)	15.2	10.2
CCOC(=O)N1CCN(S(=O)(=O)c2ccc(CC)cc2)CC1	-28.7	20.6
COc1cccc(NC(=O)CCCSc2nc(-c3ccco3)cc(C(F)(F)F)n2)c1	-93.1	10.0
O=c1[nH]c(SCc2cccc([N+](=O)[O-])c2)nc2nc[nH]c12	20.0	7.9
COCCCn1c(SCC(=O)Nc2cccc(C)c2)nnc1-c1ccco1	-13.4	11.8
COCC(C)NCc1cc2c(C(C)(C)C)nn(-c3ccccc3)c2[nH]c1=O (centres undefined)	-16.6	3.1
O=C(Oc1cccc(-n2cnnn2)c1)c1cccc(Cl)c1	-68.0	16.0
CCC(C)(C)NC(=O)CN(C(=O)CCC(=O)Nc1nccs1)c1ccc(C(C)C)cc1	13.8	13.0
C=CCNC(=O)C(=O)NCc1cccs1	-15.7	4.8
OC(CN1CCC2(CC1)CC(O)c1cc(F)ccc1O2)c1ccc(F)c(F)c1 (centres undefined)	-83.2	0.4
COC(=O)Cn1cc(CN2CCC(O)(c3ccc(F)cc3)CC2)c2ccccc21	-40.8	13.8
Cc1cc(OCC(=O)Oc2ccc3c(C)cc(=O)oc3c2)cc(C)c1Cl	18.1	9.9
Cc1ccc2cc(CN(Cc3cccs3)Cc3nnnn3Cc3ccco3)c(=O)[nH]c2c1	15.2	12.8
Cc1ccc(OCCCC(=O)Nc2nnc(C(C)C)s2)cc1	11.0	15.0

Compound activity deposited in PubChem BioAssay by Emory University Molecular Libraries Screening Center.
